Screening data deposited in PubChem by several laboratories.
HTRA1 inh: blocks human HTRA1 serine peptidase; AID 504803; Q92743; 340,000 tested, 0.5% active; recombinant HTRA1, FP-rhodamine activity-based probe, fluorescence polarization; inhibition, % at 5.96 µM; in the data active means inhibition above about 36%;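 further: 0% = enzyme with DMSO and 100% = wells lacking enzyme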
PG9 binder: small molecules binding HIV-1 gp120 antibody PG9. inhibition, % at 6.7 µM. AID 624416. 360,000 tested, 0.43% active. TR-FRET gp120-PG9 antibody binding; in the data active means inhibition above about 8.5%
TDP2 inh: blocks human TDP2 phosphodiesterase activity; O95551; recombinant TDP2, T5PNP hydrolysis, p-nitrophenol absorbance 415 nm; inhibition, % at 12.8 µM; 370,000 tested, 0.34% active; AID 720702;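 active means inhibition above the mean of all tested compounds plus 3 SD, set per campaign, cut at about 25% in these data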;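 further: 0% = DMSO with enzyme and 100% = buffer with substrate but no TDP2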
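Material: recombinant human TDP2; quantity: TDP2 enzyme at 120 nM final; medium: Tris-HCl pH 7.5 with MgCl2; compound: single concentration, 12.8 µM nominal, with 1% DMSO; incubation: 2 h enzyme incubation at 37 °C; signal: epi absorbance; measure: percent inhibition; benchmarks: high control without enzyme, low control DMSO plus TDP2; repeats: singlicate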
mABHD4 FP: inhibits mouse alpha/beta hydrolase domain 4; purified mABHD4, FP-Rh probe fluorescence polarization; inhibition, % at 8.92 µM; 370,000 tested, 0.54% active;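 active means inhibition exceeding the mean over every tested compound plus 3 SD, cut at about 30% in these data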;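 further: 0% = plate median of compound wells and 100% = S159A mutant with DMSO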
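Doses – 8.92 µM, single dose · Material – wild-type mouse ABHD4 protein · Replication – single well per compound (singlicate) · Measure – percent inhibition of probe binding, normalized to plate controls · Schedule – 45 min compound pre-incubation plus 60 min probe step, 25 °C · Detection – fluorescence polarization with parallel and perpendicular emission, 525/598 nm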
SIAE inh: blocks human sialic acid acetylesterase | Q9HAT2 | SIAE FP-Rh probe binding, fluorescence polarization | inhibition, % at 9.66 µM | 370,000 tested, 0.69% active;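 active means inhibition above a cutoff: mean of compounds within the control limits plus 3 SD of those, cut at about 17% in these data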;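 further: 0% = plate median of compound wells and 100% = probe without SIAE protein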
Target sequence (Q9HAT2 whole entry, looked up): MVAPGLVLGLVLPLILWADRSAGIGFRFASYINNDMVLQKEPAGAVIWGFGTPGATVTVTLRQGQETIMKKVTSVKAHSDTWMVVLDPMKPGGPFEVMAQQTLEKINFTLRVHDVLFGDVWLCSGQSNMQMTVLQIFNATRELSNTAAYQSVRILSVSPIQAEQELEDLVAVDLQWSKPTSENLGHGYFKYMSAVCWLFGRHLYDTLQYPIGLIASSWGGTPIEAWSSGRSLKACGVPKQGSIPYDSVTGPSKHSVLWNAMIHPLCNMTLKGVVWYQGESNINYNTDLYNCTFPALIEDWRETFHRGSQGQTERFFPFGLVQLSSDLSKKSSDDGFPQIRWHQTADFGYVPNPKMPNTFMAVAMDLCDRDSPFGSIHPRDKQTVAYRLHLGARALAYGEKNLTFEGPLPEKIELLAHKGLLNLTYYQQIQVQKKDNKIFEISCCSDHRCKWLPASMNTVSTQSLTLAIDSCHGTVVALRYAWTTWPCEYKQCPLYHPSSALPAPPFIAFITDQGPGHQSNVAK
PRMT1 inh: PRMT1 (human) inhibition, primary screen; inhibition, % at 2.79 µM; AID 652257; 370,000 tested, 1.3% active; recombinant PRMT1, activity-based probe fluorescence polarization;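 active means inhibition above about 21% made by adding two undisclosed values, limit read from the data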
Target sequence (Q99873 whole entry, looked up): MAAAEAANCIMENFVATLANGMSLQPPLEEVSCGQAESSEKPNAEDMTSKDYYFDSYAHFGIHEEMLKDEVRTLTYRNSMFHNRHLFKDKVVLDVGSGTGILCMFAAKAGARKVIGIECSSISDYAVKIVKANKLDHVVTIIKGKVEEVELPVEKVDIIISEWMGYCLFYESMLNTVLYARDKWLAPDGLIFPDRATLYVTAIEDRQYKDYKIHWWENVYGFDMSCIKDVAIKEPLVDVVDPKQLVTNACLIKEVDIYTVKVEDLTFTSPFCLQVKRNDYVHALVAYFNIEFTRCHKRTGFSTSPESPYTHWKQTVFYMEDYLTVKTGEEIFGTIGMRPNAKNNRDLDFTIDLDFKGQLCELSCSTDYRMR
rCAG RNA binder: r(CAG) repeat RNA binding. inhibition, % at 3 µM. TO-PRO-1 dye displacement fluorescence. 370,000 tested, 1.3% active;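 active means inhibition above the plate cutoff, the mean of all test compounds on that plate plus 3 SD, cut at about 35% in these data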;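 further: 0% = DMSO alone and 100% = 100 µM mitoxantrone as full dye displacement; higher means more dye released from RNA so lower well fluorescence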
LEDGF integ inh: blocks HIV-1 LEDGF/p75-dependent DNA integration. TR-FRET IN-LEDGF/p75 DNA integration, Eu/Cy5. inhibition, % at 3.7 µM. 370,000 tested, 0.64% active. AID 743269;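 active means inhibition above the screen-wide mean plus 3 SD, cut at about 13% in these data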;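 further: signal is the Cy5 over europium emission ratio at 671 and 618 nm; 0% = plate median of compound wells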
TCR CD3 inh: inhibitors of human TCR-CD3 interaction; TAMRA-labeled TCR probe fluorescence, biochemical; inhibition, % at 9.4 µM; 360,000 tested, 0.37% active; AID 651800; in the data active means inhibition above about 19%;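 further: recombinant mutant TCR 2C K166C tagged with TAMRA read by polarization; 0% = receptor in buffer alone and 100% = receptor with positive control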
NR1D1 modulator: modulators of human Rev-erb alpha DNA binding; P20393; Rev-erbα–FITC-DNA binding, fluorescence polarization, 90 min; activity, % at 10 µM; 370,000 tested, 0.79% active; AID 1259318;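 active means activity above about 14%, limit read from the data; passing the limit was not always enough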;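 further: 0% = DMSO wells with 35 nM protein and 100% = DMSO wells with 750 nM protein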
Numbers without * were called inactive; / = no result given.

The first 2 entries as a preview:
Results follow in this order: HTRA1 inh	PG9 binder	TDP2 inh	mABHD4 FP	SIAE inh	PRMT1 inh	rCAG RNA binder	LEDGF integ inh	TCR CD3 inh	NR1D1 modulator
Nc1nc(SCCOc2ccccc2)n[nH]1
 : 10	-0.5	16	0	3	1	0	-3	-3	-1
CCN(CC)C(=O)C1CCCN(C(=O)CCn2nnnc2CN2CCOCC2)C1 (configuration not stated)
 : 3	-3.2	-4	-1	2	2	-3	-4	-3	3

The whole of this part, from the first entry:
Results follow in this order: HTRA1 inh	PG9 binder	TDP2 inh	mABHD4 FP	SIAE inh	PRMT1 inh	rCAG RNA binder	LEDGF integ inh	TCR CD3 inh	NR1D1 modulator
Nc1nc(SCCOc2ccccc2)n[nH]1
 : 10	-0.5	16	0	3	1	0	-3	-3	-1
CCN(CC)C(=O)C1CCCN(C(=O)CCn2nnnc2CN2CCOCC2)C1 (configuration not stated)
 : 3	-3.2	-4	-1	2	2	-3	-4	-3	3
CCOC(=O)N1CCN(C(=O)CC(C)S(=O)(=O)c2cc3c(cc2C)NC(=O)CO3)CC1 (configuration not stated)
 : 5	0.8	9	5	-1	2	-5	-3	7	1
COc1cc(OC)cc(C2=Cc3ccc(OC)cc3C(CC(C)=O)N2c2ccc(C#CCCO)cc2)c1 (configuration not stated)
 : /	0.7	-2	-8	6	-2	7	-2	9	1
CC(C)N(C(=O)[C@H]1C[C@H](CC(=O)NCCN2CCOCC2)C(=O)N2CCc3c([nH]c4cc(CCC(=O)N(C)C)ccc34)[C@]12C)C(C)C
 : 10	-1.1	-7	3	2	8	-1	-7	-1	-6
CCOC(=O)c1[nH]c2c(c1-c1ccccc1)C(=O)CC(c1ccc(OC)c(OC)c1)C2 (configuration not stated)
 : -17	-0.5	-3	0	-3	7	1	-2	0	3
CC(=O)Nc1cccc(NC(=O)C(=O)NCC(c2ccco2)N2CCc3ccccc3C2)c1 (configuration not stated)
 : -7	-1.0	2	-4	3	-1	1	6	3	-3
O=C(O)C1CC(C(=O)O)SS1 (configuration not stated)
 : -1	0.1	2	2	6	-3	5	-1	1	-1
Cc1ccc(S(=O)(=O)n2cccc2/C=C/[N+](=O)[O-])cc1
 : -4	0.5	1	23	7	13	25	10	5	1
CCC1CN(C(=O)N2CCC(C(=O)NCCc3ccc(OC)c(OC)c3)CC2)c2ccccc2O1 (configuration not stated)
 : 5	0.0	9	3	0	-1	-10	3	3	-4
Cc1oc2cc3oc(=O)c(CCC(=O)NCCCC(=O)O)c(C)c3cc2c1C
 : 1	-0.8	4	-2	-9	7	7	1	-2	3
N=c1nc(-c2ccccc2)ccn1O
 : -2	-2.5	6	4	1	-2	2	-2	-2	2
CC(=O)N1N=C(c2ccc3ccccc3c2)OC1(C)C
 : -3	-0.4	-4	7	-2	-3	-4	1	4	-4
O=C1N/C(=N/Nc2ccccc2)S/C1=C\c1ccccc1
 : -9	-0.3	-18	-4	-1	19	34	5	9	-5
CCN(CC)S(=O)(=O)c1ccc(Cl)nc1
 : 2	-0.5	-12	-6	1	0	1	4	-7	3
COc1cccc(C2CC(OCCF)=CC(=O)O2)c1 (configuration not stated)
 : /	-3.1	1	3	7	3	2	-9	-4	8
Cn1c(=O)c2cc(S(=O)(=O)NCCC(=O)NCC3CCCO3)ccc2n(C)c1=O (configuration not stated)
 : 5	-1.8	8	2	7	2	0	-1	8	-3
COC(=O)[C@@]12CCCCN1[C@H](c1ccc(SC3CCCCC3)cc1)[C@H]1C(=O)N(C)C(=O)[C@H]12
 : -6	0.8	4	-7	-2	1	7	1	-10	0
COc1cccc(C(=O)Nc2ccc(NC(=O)c3cc4ccccc4o3)c(OC)c2)c1
 : -3	1.8	-6	-8	3	-3	2	7	-4	2
CCn1nc(C)cc1C(=O)N1CCCC(C(=O)c2ccc(Oc3ccccc3)cc2)C1 (configuration not stated)
 : -3	-3.1	16	0	9	-1	-6	-2	5	1
Cc1cccc2sc(NC(=O)CN(C)S(=O)(=O)c3cccs3)nc12
 : -16	-2.4	5	-12	-4	0	8	-1	-4	-1
COc1cccc(-c2nc(NC(C)C)c3ccccc3n2)c1O
 : -9	-0.6	8	27	2	1	11	1	1	-4
Cn1c(SCCOc2ccccc2F)nc2ccccc2c1=O
 : -22	-1.4	7	-3	-6	-2	-2	-5	1	8
COC(=O)C1=C(C)N(c2ccccc2)/C(=C/c2ccco2)C1=O
 : -1	-2.2	0	8	6	7	1	-6	-1	2
C#CCOCCOCCOCCNc1nc(N2CCN(C(=O)[C@H](C(C)C)n3cc(CCO)nn3)CC2)nc(N2CCN(C(=O)[C@H](C)n3cc(CCCN=C(N)N)nn3)CC2)n1
 : 3	-1.7	-5	9	1	1	-5	1	2	-8
COc1ccccc1C(CNC(=O)c1cccc(S(=O)(=O)NCc2ccccc2)c1)N(C)C (configuration not stated)
 : -1	1.2	4	-3	3	-2	-6	-1	7	3
O=C(NC1CC1)c1cc(=S)[nH]c2ccccc12
 : 4	-1.9	6	7	6	39*	1	-3	0	-3
CC(=O)c1cccc(-c2ccnc3c2CC(C(=O)NC(C)C)O3)c1 (configuration not stated)
 : /	2.4	8	6	-3	1	1	-3	-2	-4
[N-]=[N+]=CC(=O)C(O)(c1ccccc1)C(Cl)c1ccccc1 (configuration not stated)
 : /	-1.4	6	2	6	-8	-5	1	-4	1
O=C1Nc2ccccc2OCc2c1cccc2[N+](=O)[O-]
 : 1	-0.2	-3	-1	4	-1	-3	4	-4	3
O=C(COC(=O)c1cccnc1Nc1cccc(C(F)(F)F)c1)NCc1ccc2c(c1)OCO2
 : 3	0.6	5	0	2	-2	1	1	5	2
CC(OC(=O)c1ccc(Br)c(S(=O)(=O)N2CCOCC2)c1)C(=O)NC1CCCCC1C (configuration not stated)
 : 1	-2.6	3	0	-5	0	-2	0	-2	1
CC(N)c1csc(NC(=O)c2cc(C(C)(C)C)nn2Cc2ccccc2)n1 (configuration not stated)
 : /	-0.7	1	11	-2	-3	11	2	-2	-1
COc1ccc(OC)c(NC(=O)CN(C)CC(=O)Nc2ccccc2Br)c1
 : 4	0.1	3	16	3	3	-7	6	2	-3
O=C(CNC(=O)/C(=C\c1ccccc1)NC(=O)c1ccc(Br)cc1)OCc1ccccc1
 : -15	0.2	0	-13	11	0	2	3	4	-3
O=C(NN1C(=O)c2ccc3c4c(ccc(c24)C1=O)CC3)c1ccc(Br)cc1
 : -5	1.1	-5	-3	-5	-1	9	1	-1	-1
CCC1(c2ccccc2)NC(=O)N(CC(=O)Nc2ccc(S(=O)(=O)NC3=NCCCCC3)cc2)C1=O (configuration not stated)
 : -1	0.7	-4	2	-4	0	0	6	-6	1
COc1ccc(C2=CCCCCC2)c(OC)c1OC
 : -3	1.7	-7	3	0	-2	-1	-2	5	2
Cc1ccc(S(=O)(=O)N2CCC[C@H]2C(=O)OCc2nc3ccccc3s2)cc1
 : -13	-1.7	-7	-1	-6	-2	0	0	3	-3
C[C@@H]1CCN(C2CC2)S(=O)(=O)c2c(cccc2N2CCC[C@@H]2C)O1
 : /	/	-5	2	-7	7	5	-1	/	6
Cc1ccnc(SC2CC(=O)N(c3ccccc3)C2=O)n1 (configuration not stated)
 : 0	-1.0	3	4	1	8	2	-3	-3	7
COc1ccc(CCNc2oc(COc3ccccc3F)nc2C#N)cc1OC
 : -8	-1.5	-5	-4	-1	-1	-1	-1	1	1
COc1ccc(N2CCN(C(=O)C3CCCN(S(=O)(=O)c4ccc5c(c4)oc(=O)n5C)C3)CC2)cc1 (configuration not stated)
 : 2	-2.8	-16	2	3	0	1	-7	1	-3
COc1ccccc1N1CCN(C(=S)NC(=O)c2ccc([N+](=O)[O-])cc2)CC1
 : 3	0.7	6	-3	-4	10	2	-4	-4	4
CCCS(=O)(=O)NC(=O)C1(C)CCCN(C(=O)c2ccccc2)C1 (configuration not stated)
 : /	-0.7	7	0	0	0	2	-2	1	-3
CNC(=O)CN1C(=O)c2ccccc2S1(=O)=O
 : -5	-2.1	4	4	1	1	1	-2	-1	6
COC(=O)[C@@]1(Sc2ccc(C)cc2)CC(=O)N[C@@H]1c1ccc(C(F)(F)F)cc1
 : /	-0.6	-4	-2	5	1	-1	-2	1	5
Cc1cc(C)c(NC(=O)COc2ccccc2C(=O)Nc2ccc3c(c2)oc2ccccc23)c(C)c1
 : -5	0.0	6	-1	-1	1	2	-3	7	32*
CN(C)c1nc2c(c(=O)[nH]c(=O)n2C)n1Cc1ccc(F)cc1
 : 7	-0.9	13	2	5	-4	1	2	0	-6
COc1ccc(/C=C2/CCC(CN3CCOCC3)C2=O)cc1 (configuration not stated)
 : -29	1.8	3	0	2	53*	7	2	2	0
COc1ccc(CCC2CCNCC2)cc1
 : 2	-0.5	5	4	-3	-4	6	-1	-1	-5
CN1c2ccc([N+](=O)[O-])cc2C(C)(C)C12C=Cc1cc(C(=O)O)ccc1O2 (configuration not stated)
 : -7	0.8	2	-13	-3	2	16	3	0	5
COc1ccc(C(=O)c2c(-c3ccc(OC)cc3)oc3ccc(-c4cc(OC)c(OC)c(OC)c4)cc23)cc1
 : -31	0.8	-10	3	-10	-1	11	1	-1	13
CCN(c1ccccc1)S(=O)(=O)c1ccc(C(=O)NNC(=O)c2ccccc2F)cc1
 : -4	-2.2	8	0	8	4	6	-3	-4	-4
COc1ccc(-c2cc(C(=O)NN)[nH]n2)cc1
 : -12	-2.3	-3	-1	-5	0	0	1	-2	1

These rows are one share of the data, so the mix of outcomes need not match the whole.
